Bioassay records deposited in PubChem BioAssay by several laboratories.
MEKK2wt PB1 HTS: raises or lowers MEK5 binding to wildtype human MEKK2 PB1 domain; Q9Y2U5; bead flow cytometry, Alexa488-MEK5 binding to MEKK2 WT; actives lie on both sides; binding response (% of control), % at 10 µM; actives 1.1% (n = 290,000); AID 1531; in the data active = binding response below about 67% or above about 130%
IMP-1 inh: blocks Pseudomonas aeruginosa IMP-1 metallo-beta-lactamase | AID 1556 | actives 0.45% (n = 290,000) | purified IMP-1, nitrocefin hydrolysis, epi-absorbance fluorescence | inhibition, % at 5.6 µM;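 active = inhibition above the mean plus 3 SD of all compounds in the same screening run, cut at about 4.5% in these data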;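 also: 0% = IMP-1 with DMSO and 100% = DMSO wells lacking enzyme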
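Assay system: purified IMP-1; Quantity: IMP-1 0.2 nM before substrate addition; Medium: HEPES buffer pH 7.1 with ZnSO4 and Brij 35; Incubation: 15 min enzyme–compound preincubation, then 25 min nitrocefin reaction, 25 °C; Signal: fluorescence quenching readout, ex 480/em 530 nm; Controls: DMSO with and without IMP-1; Repeats: singlicate testing.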
HCV NS3 hel inh: blocks Hepatitis C virus NS3 helicase unwinding. NS3 helicase DNA unwinding, Cy5 molecular beacon fluorescence. inhibition, % at 10.9 µM. actives 0.56% (n = 290,000). AID 1800;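 active = inhibition above the mean of all tested compounds plus 3 SD, set per campaign, cut at about 35% in these data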;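 also: 0% = DMSO wells and 100% = thioflavine S control wells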
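System: NS3 helicase fragment of HCV / Schedule: 1 h at 25 °C / Control set: DMSO alone as 0% and 110 µM thioflavine S as 100% / Reagent: Cy5/quencher beacon DNA duplex and ATP to start / Technique: Cy5 fluorescence / Replication: singlicate / Evaluation: % inhibition of end-to-start signal ratio versus controls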
UBC9 SUMO inh: blocks human SUMOylation mediated by UBC9 | P63279 | HTRF SUMOylation assay, SAE1/SAE2 + UBC9, in vitro | inhibition, % at 35 µM | actives 0.36% (n = 290,000) | AID 2006; in the data active = inhibition above about 50%, passing the limit was not always enough; also: strong numbers were not always called active
Target sequence (P63279 whole entry, looked up): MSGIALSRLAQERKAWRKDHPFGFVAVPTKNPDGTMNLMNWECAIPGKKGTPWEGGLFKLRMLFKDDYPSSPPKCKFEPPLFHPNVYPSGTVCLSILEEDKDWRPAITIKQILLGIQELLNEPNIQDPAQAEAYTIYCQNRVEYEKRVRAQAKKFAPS
MEKK2 mut-MEK5: signal of MEK5 binding to mutant human MEKK2 PB1 domain. bead flow cytometry, Alexa488-MEK5 binding to MEKK2 mutant. percent response, % at 10 µM. actives 0.35% (n = 290,000); in the data active = percent response above about 24%, passing the limit was not always enough; also: inactives centre near 1; some results filed as inactive read as strong as hits
M18AAP inhibitor: blocks P. falciparum M18 aspartyl aminopeptidase | recombinant PfM18AAP, H-Glu-NHMec fluorogenic cleavage | AID 1822 | inhibition, % at 7.35 µM | actives 1.2% (n = 290,000);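 active = inhibition above the campaign mean inhibition over all tested compounds plus 3 SD, cut at about 28% in these data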;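 also: 0% = plate median of test compound wells and 100% = 2 mM ZnCl2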
DNA FID counter: fluorescent intercalator displacement, NS3 helicase counter-screen; DNA fluorescent intercalator displacement, fluorescence; AID 1845; actives 0.17% (n = 290,000); inhibition, % at 7.9 µM; in the data active = inhibition above about 37%;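 also: 0% = vehicle and 100% = reference compound; higher means more ethidium bromide displaced from hairpin DNA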
VIM-2 inh: inhibitors of Pseudomonas aeruginosa VIM-2 metallo-beta-lactamase; actives 0.89% (n = 290,000); purified VIM-2, nitrocefin hydrolysis, epi-absorbance fluorescence; AID 1527; inhibition, % at 5.6 µM;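 active = inhibition above the mean of all tested compounds plus 3 SD, cutoff set per screening run, cut at about 7.5% in these data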;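 also: red hydrolysis product quenches plate fluorescence so inhibitors raise well fluorescence; 0% = enzyme with DMSO and 100% = DMSO without enzyme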
NALP1 inh: blocks the NALP1 inflammasome reconstituted in yeast. S. cerevisiae NALP1/ASC/caspase-1 growth, X-gal OD620, 72 h. inhibition, % at 10 µM. actives 0.61% (n = 280,000); in the data active = inhibition mostly above about 24%, no sharp cut-off; inactive = mostly below about 32%; also: some compounds called inactive have numbers as strong as hits
Active calls of the source: *.

What do the screens show for `COc1cccc(/C=N/NC(=O)c2nc(-c3ccccc3)cc(-c3ccccc3)n2)c1`?
MEKK2wt PB1 HTS: 90; IMP-1 inh: -0.6; HCV NS3 hel inh: -4; UBC9 SUMO inh: 34; MEKK2 mut-MEK5: 5; M18AAP inhibitor: -6; DNA FID counter: -2; VIM-2 inh: -3.8; NALP1 inh: -6

Results for O=C(Cn1cccc1C(=O)c1ccccc1)NCc1cccc(Cl)c1 ?
MEKK2wt PB1 HTS: 91; IMP-1 inh: -1.3; HCV NS3 hel inh: -16; UBC9 SUMO inh: 21; MEKK2 mut-MEK5: -4; M18AAP inhibitor: -11; DNA FID counter: -13; VIM-2 inh: 0.2; NALP1 inh: 5

Results for COc1ccc(C(=O)Nc2nnc(-c3cccs3)s2)cc1 ?
MEKK2wt PB1 HTS: 100; IMP-1 inh: -0.6; HCV NS3 hel inh: -1; UBC9 SUMO inh: 13; MEKK2 mut-MEK5: 6; M18AAP inhibitor: 6; DNA FID counter: 1; VIM-2 inh: 0.1; NALP1 inh: -6

What do the screens show for `O=c1cc(N2CCN(c3ccccc3)CC2)[nH]c(=O)n1C1CCCCC1`?
MEKK2wt PB1 HTS: 102; IMP-1 inh: -2.5; HCV NS3 hel inh: -3; UBC9 SUMO inh: 17; MEKK2 mut-MEK5: 6; M18AAP inhibitor: -5; DNA FID counter: -1; VIM-2 inh: 0.1; NALP1 inh: 1

What do the screens show for `Nc1nc(NCc2ccco2)nc(Nc2ccccc2)c1[N+](=O)[O-]`?
MEKK2wt PB1 HTS: 95; IMP-1 inh: -0.6; HCV NS3 hel inh: 2; UBC9 SUMO inh: 12; MEKK2 mut-MEK5: -3; M18AAP inhibitor: 0; DNA FID counter: 6; VIM-2 inh: -1.6; NALP1 inh: 4

How did COC(=O)c1ccc(C(=O)OC)c(NS(C)(=O)=O)c1 do in these assays?
MEKK2wt PB1 HTS: 82; IMP-1 inh: -0.5; HCV NS3 hel inh: 1; UBC9 SUMO inh: 8; MEKK2 mut-MEK5: -6; M18AAP inhibitor: 6; DNA FID counter: 4; VIM-2 inh: -0.6; NALP1 inh: 11

What do the screens show for `COc1ccc(N(CC(=O)NCc2ccco2)S(=O)(=O)c2ccc(OC)c(OC)c2)cc1`?
MEKK2wt PB1 HTS: 108; IMP-1 inh: -0.2; HCV NS3 hel inh: 0; UBC9 SUMO inh: -11; MEKK2 mut-MEK5: 9; M18AAP inhibitor: -2; DNA FID counter: -16; VIM-2 inh: 1.5; NALP1 inh: -6

How did Cc1ccc(OC(F)F)c(NC(=O)Nc2ccc3c(c2)OCO3)c1 do in these assays?
MEKK2wt PB1 HTS: 97; IMP-1 inh: -1.7; HCV NS3 hel inh: -11; UBC9 SUMO inh: 9; MEKK2 mut-MEK5: -3; M18AAP inhibitor: 2; DNA FID counter: -6; VIM-2 inh: -2.5; NALP1 inh: 22

What do the screens show for `CCOc1ccc(S(=O)(=O)N2CCC(C(=O)Nc3cccc(NC(C)=O)c3)CC2)cc1`?
MEKK2wt PB1 HTS: 98; IMP-1 inh: -4.6; HCV NS3 hel inh: -9; UBC9 SUMO inh: 9; MEKK2 mut-MEK5: 6; M18AAP inhibitor: -8; DNA FID counter: -35; VIM-2 inh: -1.1; NALP1 inh: 9

How did Cc1nn(-c2ccccc2)c(C)c1S(=O)(=O)O do in these assays?
MEKK2wt PB1 HTS: 94; IMP-1 inh: -0.2; HCV NS3 hel inh: 0; UBC9 SUMO inh: 19; MEKK2 mut-MEK5: -6; M18AAP inhibitor: 10; DNA FID counter: 1; VIM-2 inh: 0.5; NALP1 inh: 24

How did Cc1cccc(NC(=O)CN2C(=O)COc3ccc(Cl)cc32)c1C do in these assays?
MEKK2wt PB1 HTS: 94; IMP-1 inh: -1.2; HCV NS3 hel inh: 11; UBC9 SUMO inh: 16; MEKK2 mut-MEK5: 1; M18AAP inhibitor: 0; DNA FID counter: -18; VIM-2 inh: -1.6; NALP1 inh: -12

What do the screens show for `CC1CCCC(NC(=O)c2cc(S(=O)(=O)N3CCOCC3)ccc2F)C1C` (stereo not drawn)?
MEKK2wt PB1 HTS: 87; IMP-1 inh: 2.2; HCV NS3 hel inh: 29; UBC9 SUMO inh: 5; MEKK2 mut-MEK5: -18; M18AAP inhibitor: 1; DNA FID counter: -29; VIM-2 inh: 1.7; NALP1 inh: 7

What do the screens show for `Cc1cc(=O)[nH]c2c(C)cc(S(=O)(=O)N3CCOCC3)cc12`?
MEKK2wt PB1 HTS: 109; IMP-1 inh: -2.4; HCV NS3 hel inh: -2; UBC9 SUMO inh: -4; MEKK2 mut-MEK5: 5; M18AAP inhibitor: -1; DNA FID counter: -6; VIM-2 inh: -2.5; NALP1 inh: 1

How did Cc1ccc(NC(=O)C2CCN(S(=O)(=O)c3cccs3)CC2)cc1C do in these assays?
MEKK2wt PB1 HTS: 104; IMP-1 inh: -2.1; HCV NS3 hel inh: -4; UBC9 SUMO inh: 2; MEKK2 mut-MEK5: 1; M18AAP inhibitor: 3; DNA FID counter: -1; VIM-2 inh: -2.5; NALP1 inh: 5

What do the screens show for `CC(C)CC(OC(=O)CC1Sc2ccccc2NC1=O)C(=O)NC1CCCC1` (stereo not drawn)?
MEKK2wt PB1 HTS: 99; IMP-1 inh: -4.5; HCV NS3 hel inh: -4; UBC9 SUMO inh: 1; MEKK2 mut-MEK5: 2; M18AAP inhibitor: 4; DNA FID counter: -39; VIM-2 inh: -3.0; NALP1 inh: 8

What do the screens show for `COCCCNC(CC(=O)Nc1ccc(OC)cc1OC)C(=O)O` (stereo not drawn)?
MEKK2wt PB1 HTS: 97; IMP-1 inh: -2.2; HCV NS3 hel inh: 3; UBC9 SUMO inh: 6; MEKK2 mut-MEK5: 4; M18AAP inhibitor: 0; DNA FID counter: -2; VIM-2 inh: -2.5

What do the screens show for `O=C(O)c1ccccc1N1C(=O)C2C3c4ccccc4C(Br)(c4ccccc43)C2C1=O` (stereo not drawn)?
MEKK2wt PB1 HTS: 96; IMP-1 inh: -0.5; HCV NS3 hel inh: 40*; UBC9 SUMO inh: 19; MEKK2 mut-MEK5: -3; M18AAP inhibitor: -5; DNA FID counter: -18; VIM-2 inh: -2.2; NALP1 inh: 3

Results for O=C(c1ccsc1)N1CCCC(N2CCN(c3ccccc3F)CC2)C1 (stereo not drawn) ?
MEKK2wt PB1 HTS: 98; IMP-1 inh: -2.0; HCV NS3 hel inh: 7; UBC9 SUMO inh: 16; MEKK2 mut-MEK5: 0; M18AAP inhibitor: -11; DNA FID counter: -8; VIM-2 inh: -3.1; NALP1 inh: 19

How did COc1ccc(C)cc1S(=O)(=O)Nc1cccnc1 do in these assays?
MEKK2wt PB1 HTS: 100; IMP-1 inh: -2.7; HCV NS3 hel inh: -8; UBC9 SUMO inh: 2; MEKK2 mut-MEK5: -4; M18AAP inhibitor: 1; DNA FID counter: 0; VIM-2 inh: -2.9; NALP1 inh: 9

What do the screens show for `CCOC(=O)CSc1nc(C2CC2)cc(-c2ccc(Cl)cc2)c1C#N`?
MEKK2wt PB1 HTS: 114; IMP-1 inh: -5.6; HCV NS3 hel inh: -2; UBC9 SUMO inh: 2; MEKK2 mut-MEK5: 16; M18AAP inhibitor: -3; DNA FID counter: -4; VIM-2 inh: -3.6; NALP1 inh: 21

Results for C=CCn1c(O)c(N=NC(=S)Nc2ccc(OC)c(Cl)c2)c2ccccc21 ?
MEKK2wt PB1 HTS: 90; IMP-1 inh: -1.1; HCV NS3 hel inh: 0; UBC9 SUMO inh: -15; MEKK2 mut-MEK5: -3; M18AAP inhibitor: 1; DNA FID counter: -4; VIM-2 inh: -1.8; NALP1 inh: 7

How did COc1cc(OC)cc(-c2nnc(Sc3ccc(C=O)cc3[N+](=O)[O-])o2)c1 do in these assays?
MEKK2wt PB1 HTS: 89; IMP-1 inh: -2.6; HCV NS3 hel inh: 7; UBC9 SUMO inh: 9; MEKK2 mut-MEK5: -5; M18AAP inhibitor: -5; DNA FID counter: 8; VIM-2 inh: -0.3; NALP1 inh: -7

Results for CCOc1ccc(C(NC(=O)/C=C/c2ccco2)c2ccc(OC)c(OC)c2)cc1 (stereo not drawn) ?
MEKK2wt PB1 HTS: 94; IMP-1 inh: -0.1; HCV NS3 hel inh: 10; UBC9 SUMO inh: 2; MEKK2 mut-MEK5: -1; M18AAP inhibitor: -11; DNA FID counter: -22; VIM-2 inh: -0.3; NALP1 inh: 17

What do the screens show for `CCC(CO)NCc1ccc(OC2CCCC2)cc1` (stereo not drawn)?
MEKK2wt PB1 HTS: 111; IMP-1 inh: -1.7; HCV NS3 hel inh: -9; UBC9 SUMO inh: 2; MEKK2 mut-MEK5: 2; M18AAP inhibitor: 7; DNA FID counter: 4; VIM-2 inh: -1.8; NALP1 inh: 9

Results for O=C(O)c1ccc(-n2c(/C=C/c3cccc([N+](=O)[O-])c3)nc3ccccc3c2=O)cc1 ?
MEKK2wt PB1 HTS: 97; IMP-1 inh: -0.3; HCV NS3 hel inh: 21; UBC9 SUMO inh: 2; MEKK2 mut-MEK5: -6; M18AAP inhibitor: 0; DNA FID counter: -22; VIM-2 inh: 0.1; NALP1 inh: 7

Results for Cc1ncn2cc(-c3ccc(Cl)cc3Cl)[nH]c(=O)c12 ?
MEKK2wt PB1 HTS: 101; IMP-1 inh: -2.9; HCV NS3 hel inh: 13; UBC9 SUMO inh: -4; MEKK2 mut-MEK5: -12; M18AAP inhibitor: 2; DNA FID counter: 6; VIM-2 inh: -5.3; NALP1 inh: 0

How did COc1cc(OC)c(OC)cc1/C=C1\CCC(C2CCCC2)C1=O (stereo not drawn) do in these assays?
MEKK2wt PB1 HTS: 97; IMP-1 inh: -3.2; HCV NS3 hel inh: -11; UBC9 SUMO inh: 8; MEKK2 mut-MEK5: 2; M18AAP inhibitor: 6; DNA FID counter: -17; VIM-2 inh: -2.7; NALP1 inh: 15

How did O=C(c1ccc(CS(=O)(=O)c2ccc(Br)cc2)o1)N1CCN(C2CCCCC2)CC1 do in these assays?
IMP-1 inh: -1.8; HCV NS3 hel inh: -16; UBC9 SUMO inh: -5; M18AAP inhibitor: -10; DNA FID counter: -1; VIM-2 inh: -1.1; NALP1 inh: 8

What do the screens show for `Cc1ccc(CNC(=O)C2CCCCC2C(=O)O)cc1` (stereo not drawn)?
MEKK2wt PB1 HTS: 102; IMP-1 inh: 1.9; HCV NS3 hel inh: 14; UBC9 SUMO inh: 15; MEKK2 mut-MEK5: -2; M18AAP inhibitor: -13; DNA FID counter: -9; VIM-2 inh: 0.9; NALP1 inh: -8
